Screening data (PubChem)
Nrf2 block: Nrf2 pathway inhibition. Potency, µM (titrated, usually from 46 µM), for the others: at the top dose activity change, negative = inhibition, actives largely listed as inhibitors. 360,000 compounds, 2.1% hits. AID 504444. A549 ARE-Fluc reporter, luciferase luminescence, 18-24 h; further: potency means the concentration at half of the fitted maximal effect; on the % scale 0 is the no-effect control and ±100 the full control effect; nearly all actives have a fitted effect of over 60% in size
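Cells were seeded and rested 2 h, then exposed to compounds for 18-24 h. CellTiter-Fluor was read first as a viability measure. BugLite was added 15 min before the final luminescent read of ARE-luciferase activity in A549 cells.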
Abeta rescue: compounds reversing amyloid beta toxicity in yeast | yeast expressing A-beta42, growth rescue, OD600, 48 h; response scale: 0% DMSO, 100% iron-clioquinol control | 410,000 compounds, 0.063% hits | Potency, µM (top dose mostly 46.1 µM), for inactives: at the top dose growth rescue, actives largely listed as activators; further: potency means the concentration at half of the fitted maximal effect; nearly all actives have a fitted effect of over 55% in size
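Growth rescue measured by 600 nm absorbance after 48 h yeast culture at 30 C with compound. Values normalized between DMSO and an equimolar ferric chloride plus clioquinol control.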
Nrf2 activator: activates Nrf2 signaling; 410,000 compounds, 0.31% hits; Potency, µM (doses to about 46.1 µM), without a hit: top-dose activation, hits mostly activators; AREc32 ARE-luciferase reporter (MCF7-derived line), luminescence, 24 h; AID 624171; further: potency means the concentration at half of the fitted maximal effect; % of control where 0% means no effect; nearly all actives have a fitted effect of over 65% in size
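Reporter line AREc32 (ARE-Fluc), seeded overnight in OPTI-MEM with 5% FBS; compound pin-transferred, 24 hr at 37 deg C, 5% CO2; luminescent read-out.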
A549 tox: A549 cytotoxicity, counter-screen for Nrf2 inhibitors. 390,000 compounds, 0.16% hits. A549 ARE-Fluc cells, CellTiter-Fluor viability, 18-24 h. Potency, µM (top dose mostly 46 µM), without a hit: top-dose activity change, negative = cytotoxicity, most hits filed as inhibitors. AID 504648; further: potency means the concentration at half of the fitted maximal effect; on the % scale 0 is the no-effect control and ±100 the full control effect
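A549 ARE_Fluc cells in 5% FBS OPTI-MEM were exposed to compounds in concentration-response for 18-24 h at 37 deg C. Viability was read by CellTiter-Fluor fluorescence (Ex 405/Em 525) after 30 min, before the luciferase read.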
HepG2 viability: counter-screen for TGF-b inhibitors: cytotoxicity in HepG2 cells; 410,000 compounds, 0.76% hits; Potency, µM (highest dose often 46.1 µM), for inactives: top-dose activity change, negative = cytotoxicity, hits mostly cytotoxic; HepG2 CAGA-GFP viability, ATP luminescence, 18 h; AID 588856; further: potency means the concentration at half of the fitted maximal effect; some results filed as inactive show a strong effect at the top dose
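CellTiter-Glo luminescence gave cytotoxicity after 18 hours at 37 degrees C. The cells were HepG2 CAGA-GFP in 1% FBS DMEM, stimulated with 500 pg/mL TGF-beta after compound addition. %Activity was normalised to no-cell wells (complete cell-killing) and DMSO (no toxicity), and curves were fitted and classified.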
MmCpn inh: inhibitors of Methanococcus maripaludis chaperonin (MmCpn). purified Mm-Cpn ATPase, ADP Transcreener TR-FRET. Potency, µM (top dose mostly 76.9 µM), for inactives: at the highest dose activity, negative = inhibition, actives largely listed as inhibitors. 330,000 compounds, 0.031% hits. AID 504842; further: potency means the concentration at half of the fitted maximal effect; on the % scale 0 is the no-effect control and ±100 the full control effect; nearly all actives have a fitted effect of over 80% in size
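Purified archaeal chaperonin (25 nM final) was preincubated with compound for 10 min at 37°C, then ATP (10 uM final) was added for 30 min at 37°C in Tris pH 7.4/KCl/MgCl2/DTT buffer. ADP was quantified by HTRF Transcreener TR-FRET.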
CCT modulator: cytosolic chaperonin activity modulation; activity change, % (test concentration not listed), hits read low; 360,000 compounds, 0.3% hits; AID 651819; purified chaperonin ATPase assay, HTRF ADP detection, 30 min; in the data active means activity change below about -30%; further: on the % scale 0 is the no-effect control and ±100 the full control effect
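TRiC (40 or 20 nM final, by batch activity) in 30 mM Tris pH 7.4, 100 mM KCl, 5 mM MgCl2, 1 mM DTT was treated with compound at 76 uM single dose, then 10 uM ATP, 30 min at 37 °C. ADP was read by HTRF Transcreener.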
TGFb SMAD3 inh: blocks TGF-b signaling | AID 588855 | 410,000 compounds, 1.2% hits | Potency, µM (series often up to 46.1 µM), for the others: at the highest dose activity, negative = inhibition, most hits filed as inhibitors | HepG2 CAGA-GFP TGF-b/SMAD3 reporter, GFP fluorescence, 18 h; TGF-beta stimulated, 500 pg/mL final; further: potency means the concentration at half of the fitted maximal effect; on the % scale 0 is the no-effect control and ±100 the full control effect; nearly all actives have a fitted effect of over 65% in size
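HEPG2 CAGA-GFP, 1000 cells/well; 2 h settle, 37 C; cpd via pin tool; TGF-b 500 pg/mL final; 18 h, 37 C; GFP imaging ex488/em500-530; %Activity normalised to -TGF-b and +DMSO controls; CRC fit, curve class.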
pAkt inh: inhibitors of Akt phosphorylation | Neuro2A IGF-stimulated pAkt S473 HTRF, 20 min; active compounds read low | activity change, % for hits at 50 µM | 360,000 compounds, 0.32% hits; in the data active means activity change below about -80%; inconclusive means mostly about -51% to -80%; further: on the % scale 0 is the no-effect control and ±100 the full control effect
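Neuro2A cells (4,500/well, DMEM with 0.5% FBS) were treated with compound at a single 50 µM final concentration, stimulated with 6 nM IGF for 20 min at 37 °C, and lysed. Phospho-Akt Ser473 was read by HTRF as 665/615 ratio ×10^4.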
An asterisk follows results filed as active; i = inactive; ? = inconclusive; nt = no result given; & = joins results of further samples; [ ] = remark or other dose. Unless noted, the call rests on the fitted dose curve; in most records, active means well fitted curve in the direction sought with a large enough effect; inconclusive means small, poorly fitted or top-dose-only effect, or another doubt; inactive means no such curve, though single readings can be large; an effect the other way counts as inactive or inconclusive.

SMILES | Nrf2 block | Abeta rescue | Nrf2 activator | A549 tox | HepG2 viability | MmCpn inh | CCT modulator | TGFb SMAD3 inh | pAkt inh
COc1cc(SC)ccc1C(=O)Nc1ccon1 | ? | -15% | 2.6% | -3% | -5% | -6% | -2.6 | 14% | i
COc1ccc(S(=O)(=O)N2CCCCCC2)cc1NC(=O)CN(C)Cc1ccc2c(c1)OCO2 | ? | 3% | 0.1% | 1% | 0% | 0% | -1.7 | -26% | i
COCCN(C/C=C/c1ccccc1)C/C=C/c1ccccc1 | 4% | -3% | 0.6% | -8% | -6% | -5% | 0.8 | 3% | i
O=C(CSc1nnc(CCc2nc3ccccc3[nH]2)n1-c1ccccc1)NCc1ccccc1 | 14% | 15% | 0.2% | -1% | 2% | -1% | -1.7 | 14% | nt
COc1ccccc1C(=O)Nc1ncc2c(n1)CC(c1ccco1)CC2=O (stereo not given) | -20% | -9% | -0.2% | 4% | -2% | 0% | -2.0 | -3% | i
CC(=O)Nc1ccc(S(=O)(=O)N2CCC(N3CCN(Cc4ccc(C)cc4)C(=O)C3=O)CC2)cc1 | ? | 3% | -1.4% | 4% | -3% | nt | nt | -12% | nt
Cc1ccc(S(=O)(=O)N2c3ccccc3CC2C)cc1 (stereo not given) | -15% | -16% | 0.8% | 0% | -3% | 1% | 4.2 | -10% | i
COc1ccc(-n2nnnc2SCC(=O)N2CCCc3ccccc32)cc1OC | 12% | -2% | -0.7% | 9% | -3% | -1% | -0.9 | -7% | i
O=C(CN(c1ccccn1)S(=O)(=O)c1ccccc1)Nc1ccccc1 | -4% | 1% | -0.7% | -17% | -3% | -1% | -0.3 | 22% | i
O=C(Nc1nc2n(n1)C(c1ccccc1)C=C(c1ccccc1)N2)c1ccccc1 (stereo not given) | ? | 7% | 0.2% | 20% | -11% | nt | nt | 31% | nt
Brc1ccc(CSc2ncn[nH]2)cc1 | 7% | 14% | 2.9% | 11% | 9% | 1% | -0.2 | 6% | i
CC(=O)N(Cc1cccnc1)c1nc2c(F)cc(F)cc2s1 | nt | 6% | 4.1% | 1% | -20% | nt | nt | -21% | nt
CC(=O)Nc1nc(CC(=O)c2ccccc2)cs1 | 25% | 0% | 9.4% | -1% | -5% | 0% | -2.7 | -1% | i
CN(C)c1ccc(C(=O)c2ccccc2C(=O)O)c(O)c1 | 18% | 5% | -0.2% | 4% | -7% | 2% | 0.7 | 2% | i
Cc1ccc(S(=O)(=O)N2CCC(C(=O)N[C@@H](C)C(=O)Nc3ccc4c(c3)OCO4)CC2)cc1 | -20% | -2% | 2.8% | 4% | -15% | 2% | -1.3 | 2% | i
NS(=O)(=O)c1cc2c(cc1Cl)NC(C1CC3C=CC1C3)NS2(=O)=O (stereo not given) | 2% | -9% | 0.5% | -13% | 25% | 1% | 0.2 | 6% | i
COc1ccc(N(CC(=O)NCCc2ccc(S(N)(=O)=O)cc2)S(=O)(=O)c2c(C)noc2C)cc1 | -3% | -3% | -0.2% | -6% | 6% | -3% | 1.0 | 4% | i
C=C1CCC[C@]2(C)C[C@H]3OC(=O)C(CNC(C)CCCC(C)C)[C@H]3CC12 (stereo not given in full) | -18% | 12% | ? | -11% | -46% | -1% | -4.7 | 11µM* | i
CC1CCCCN1CCCNc1ccc(C(CC(N)=O)NC(=O)Cc2ccc(Cl)cc2)cc1[N+](=O)[O-] (stereo not given) | 11% | 10% | -0.2% | -6% | -3% | 4% | -0.9 | 3% | i
O=C(Nc1ccc(-c2nc3ccccc3[nH]2)cc1)c1ccc(N2C(=O)CCC2=O)cc1 | -19% | 29% | -0.4% | 1% | -38% | -6% | 2.4 | ? | i
CC(=O)Nc1nc(C)c(-c2csc(Nc3cccc(C(C)=O)c3)n2)s1 | ? | 6% | -1.1% | ? | -12% | -2% | -2.7 | ? | i
CCN(CC)CCCNC(=O)Cn1cc2c(n1)CCC(C)C2 (stereo not given) | 10% | 5% | -0.3% | -6% | 2% | 1% | 1.2 | 6% | i
Cc1cccc(N2CCN(c3ccc(N4C(=O)CCCC4=O)cc3[N+](=O)[O-])CC2C)c1 (stereo not given) | -21% | -26% | 2.0%[9.22 µM] | 0% | -34% | 2% | -0.6 | ? | i
Clc1ccc(SCCCCN2CCNCC2)cc1 | 7% | -40%[inhibitor] | 2.4% | 14% | -41% | 2% | -0.8 | -19% | i
COc1ccc(CNc2nc3ccccc3n2CCN2CCOCC2)cc1 | -18% | -13% | 0.5% | 1% | 8% | 0% | -45* | -1% | i
O=C(NCCOc1ccccc1)c1ccc2n[nH]nc2c1 | ? | 3% | 2.8% | 0% | 2% | -3% | 1.0 | 2% | i
CN1C(=O)C(C)(C)c2cc(S(=O)(=O)N3CCC(C(=O)Nc4ccc(Cl)cc4)CC3)ccc21 | 3% | -5% | 3.4% | -4% | -3% | 1% | -1.3 | -8% | i
CC(=O)NC1=NN(C(C)=O)C(C)(c2ccc(Br)cc2)S1 (stereo not given) | ? | -4% | -0.2% | 0% | -6% | -1% | -0.3 | 15% | i
COc1cccc(OC)c1C(=O)Nc1ccc(S(=O)(=O)Nc2cc(C)nc(C)n2)cc1 | -7% | 7% | -0.7% | -10% | 2% | -2% | 0.7 | -7% | i
Cc1cc(N2CCOCC2)nc2ccc(NC(=S)NCCC(C)C)cc12 | ? | -3% | 0.1% | 1% | -25% | 0% | 0.2 | 0% | i
COCCN(C(=O)COC(=O)c1cccc2ccccc12)c1c(N)n(Cc2ccccc2)c(=O)[nH]c1=O | -9% | -4% | -0.2% | 0% | -8% | 1% | -4.0 | -2% | i
CN(Cc1ccccc1)C(=O)CCSc1nc(-c2ccc3c(c2)OCO3)cc(C(F)(F)F)n1 | ? | 12% | -0.4% | -19% | 4% | 0% | 1.2 | 6% | i
NC(=O)C1CCN(C(=O)CCC(=O)c2ccc(F)cc2)CC1 | 7% | -11% | 0.9% | 3% | 3% | 1% | -0.5 | 0% | i
O=C(Nc1cccc(CCc2ccccn2)c1)c1cc(F)c(F)cc1Cl | 4% | 19% | 0.3% | 2% | -24% | -2% | -0.3 | -9% | i
O=S(=O)(c1ccc(OC(F)(F)F)cc1)N1CCC(O)(c2cccc(C(F)(F)F)c2)CC1 | ? | ? | 4.6% | ? | -62% | 2% | 0.4 | ? | i
Cc1sc(NC(=S)NC(=O)c2ccc(C(C)(C)C)cc2)c(C#N)c1C | 25% | -1% | -1.0% | -19% | -36% | -1% | -1.1 | -10% | i
CN1CCN(C(CNC(=O)C(=O)Nc2cccc(Cl)c2)c2ccc3c(c2)OCO3)CC1 (stereo not given) | nt | -8% | 12% | -3% | -78% | nt | nt | ? | nt
Cc1ccc(S(=O)(=O)NCC(=O)N(CCc2ccccc2)CC(=O)NCc2ccco2)cc1 | 8% | 9% | 5.0% | -5% | 12% | 1% | -0.9 | -3% | i
CC1(C)C(=O)Nc2ccccc2N1C(=O)CN1C(=O)c2ccccc2C1=O | -5% | 7% | 0.2% | 6% | -19% | -1% | 0.3 | 5% | i
Cc1ccc(C(=O)CNc2cc(C)ccc2C)cc1 | 8% | -4% | 0.2%[9.22 µM] | 11% | -8% | 1% | 0.2 | -11% | i
O=[N+]([O-])c1ccc2c(c1)[nH]c(=S)n2-c1ccccc1 | ? | -9% | 3.9% | -5% | 1% | -11% | -0.5 | 0% | i
CCOc1ccc(-c2ccc(SCC(=O)NCC3CCCO3)nn2)cc1 (stereo not given) | ? | -1% | 2.4% | 6% | -4% | 0% | -4.2 | -15% | i
Cc1ccc(S(=O)(=O)N2CCCCC2)cc1NC(=O)CSc1nnc(N)s1 | -21% | 7% | -0.4% | 5% | -24% | -2% | -5.6 | -32% | i
O=C(OCC#CCSc1nnc(-c2cccc3ccccc23)o1)c1ccc2ccccc2c1 | -1% | -2% | -0.9% | -1% | -1% | -2%&-3% | nt | 8% | nt
S=C(NCc1ccccc1)NCc1ccc(Cl)cc1 | ? | ? | -0.9% | 9% | -13% | 5% | -1.1 | ? | i
CC(=O)c1cccc(NS(=O)(=O)c2ccc(N/C=C/C(=O)c3ccc(F)cc3)cc2)c1 | ? | -14% | 2.4% | ? | -27% | -12% | -3.3 | ? | i
Cc1ccc2nc(N3CCN(C(=O)c4cccs4)CC3)c(C#N)cc2c1 | ? | -10% | 4.9% | -11% | -16% | -1% | -2.8 | -13% | i
